ANO1 activ: activators or potentiators of mouse TMEM16A chloride channel | Q8BHY3 | 340,000 tested, 0.3% active | HEK293 TMEM16A/YFP-H148Q/I152L, iodide quench fluorescence; stronger effect = lower value | B-score at 10 µM;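 active means fluorescence-ratio B-score plate-corrected deviation score at least 3 library SD below zero, with starting fluorescence score within 5 deviations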;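 further: channel opened by trigger with iodide after compound preincubation; score built on the fluorescence ratio of max minus min over baseline; more negative score means more quench and so TMEM16A activation or potentiation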
hERG protect: compounds protecting human hERG from proarrhythmic drug block. Q12809. CHO-hERG, FluxOR thallium flux, dofetilide IC70 present. activation (rescue from dofetilide block), less the hit threshold, % at 10 µM. 310,000 tested, 0.51% active;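 active means activation above the mean of controls blocked by dofetilide plus 5 SD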;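 further: thallium influx through hERG after potassium depolarization seen as dye fluorescence rise; in these data hits start at about 4.7%; inactives centre near -7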
MrgX1 allo act: allosterically activates human MrgX1 receptor signaling | MrgX1-HEK293, Fluo-4 calcium flux, FDSS; stronger effect = higher value | B-score at 10 µM | 310,000 tested, 0.63% active;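 active means plate-corrected calcium response at least 3 library SD above typical, normal starting fluorescence, not activating the receptor alone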;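 further: compound read alongside a low EC10 to EC30 dose of BAM8-22 agonist; peak minus trough fluorescence over baseline measured at the second addition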
MrgX1 agonist: activates human MrgX1 receptor signaling | Q96LB2 | MrgX1-HEK293 cells, Fluo-4 calcium fluorescence, agonist mode; stronger effect = higher value | B-score at 10 µM | 310,000 tested, 0.44% active | AID 588627;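 active means calcium response B-score plate-corrected fluorescence ratio at least 3 library SD, with starting fluorescence B-score inside 5 SD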
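times = overnight plating, then 30 min 37 °C plus 30 min room-temperature dye loading | assay system = stable human MrgX1 HEK293 cell line | input = fifteen thousand cells per well | signal = kinetic calcium dye fluorescence, Fluo-4 NW | dosing = compound delivered in addition one of three | read-out = B-scored fluorescence response ratio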
RGS4 act: potentiators or activators of RGS4. HEK293 M3R/inducible RGS4, carbachol calcium flux Fluo4; stronger effect = lower value. B-score at 10 µM. 310,000 tested, 0.92% active. AID 463111;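 active means B-score of the integrated calcium signal more than 4 SD below the library mean, with starting fluorescence not abnormally high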;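 further: negative B-score means reduced calcium response which marks RGS4 activation or potentiation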
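Material: Inducible-RGS4 HEK293 cells carrying M3 receptor; also added: carbachol at ECmax as muscarinic agonist stimulus; incubation: compound preincubation 20 min at room temperature before agonist; signal: Fluo4-AM (2 µM) calcium-flux fluorescence, kinetic read; measure: integrated calcium ratio converted to B score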
KCNQ1 inh: blocks the human KCNQ1 potassium channel | B-score at 10 µM | CHO-K1 KCNQ1, FluxOR thallium flux fluorescence; stronger effect = higher value | 310,000 tested, 1.3% active | P51787 | AID 2642;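 active means compounds whose thallium flux B-score, printed positive for inhibition, exceeds three library SD while starting fluorescence stays within three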;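 further: channel opened by potassium depolarization with thallium stimulus after 20 min compound exposure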
Target sequence (P51787 whole entry, looked up): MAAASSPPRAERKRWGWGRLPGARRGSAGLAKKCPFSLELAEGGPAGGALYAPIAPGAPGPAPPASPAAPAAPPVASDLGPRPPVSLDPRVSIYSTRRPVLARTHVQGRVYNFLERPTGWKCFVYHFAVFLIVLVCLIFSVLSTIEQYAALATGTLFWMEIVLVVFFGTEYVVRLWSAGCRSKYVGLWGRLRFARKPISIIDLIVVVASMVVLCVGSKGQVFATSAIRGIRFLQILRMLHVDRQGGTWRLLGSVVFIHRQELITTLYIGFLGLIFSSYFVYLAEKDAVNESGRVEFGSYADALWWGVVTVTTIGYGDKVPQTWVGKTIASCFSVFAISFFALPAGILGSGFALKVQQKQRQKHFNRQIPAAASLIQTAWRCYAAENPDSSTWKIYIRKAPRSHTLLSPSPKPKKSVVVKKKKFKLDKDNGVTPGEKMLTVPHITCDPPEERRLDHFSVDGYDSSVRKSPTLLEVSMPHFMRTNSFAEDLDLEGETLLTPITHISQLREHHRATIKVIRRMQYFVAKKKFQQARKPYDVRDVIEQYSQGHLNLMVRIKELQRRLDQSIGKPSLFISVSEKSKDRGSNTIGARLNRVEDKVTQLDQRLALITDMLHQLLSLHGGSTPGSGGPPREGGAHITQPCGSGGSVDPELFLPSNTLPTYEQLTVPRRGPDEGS
KCNQ1 pot: potentiates or activates the human KCNQ1 potassium channel; 310,000 tested, 0.35% active; AID 2648; CHO-K1 KCNQ1, thallium flux FluxOR fluorescence; stronger effect = higher value; P51787; B-score at 10 µM;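 active means fluorescence ratio B-score, a plate-corrected score, at least three library SD, with initial intensity B-score within 5 SD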
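Material: CHO-K1 cells stably expressing KCNQ1. Medium: assay buffer for compound exposure, DMSO matched across wells. Reagent: K+/Tl+ depolarizing stimulus. Compound dosing: single-concentration screen. Times: 37 °C overnight plating, 90-min dark dye load, 20-min compound pretreatment. Technique: FluxOR Tl+ flux fluorescence.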
KCNK9 block: inhibitors of human KCNK9 two-pore domain potassium channel; Q9NPC2; HEK293 KCNK9, FluxOR thallium flux fluorescence; stronger effect = lower value; B-score at 10 µM; 310,000 tested, 1.2% active; AID 488922;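 active means ratio B-score over 3 SD below the library mean, with starting fluorescence within 5 SD of its mean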;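 further: negative B-score means less thallium flux so channel inhibition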
ANO1 block: mouse TMEM16A channel inhibition, primary screen; HEK293 TMEM16A/YFP iodide influx fluorescence, ionomycin; normalized B-score (activity score, 25-100; higher = stronger inhibition) at 10 µM; AID 588511; 310,000 tested, 1.2% active;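 active means ratio plate-corrected score three or more library SD toward inhibition, starting fluorescence score within five deviations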;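 further: score derived from kinetic fluorescence span divided by baseline fluorescence per well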
KCNK3 block: human KCNK3 channel inhibition, primary screen | O14649 | CHO-KCNK3 thallium flux, FluxOR fluorescence; stronger effect = lower value | B-score at 10 µM | 340,000 tested, 0.84% active;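 active means B-score under library mean minus 4 SD, starting fluorescence ratio at most library mean plus 5 SD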;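 further: more negative B-score means stronger inhibition of thallium flux through KCNK3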
RGS4 inh: inhibitors of human RGS4; P49798; HEK293 M3R/RGS4 inducible, Fluo-4 calcium flux; stronger effect = higher value; triggered by carbachol at its EC20; B-score at 10 µM; 310,000 tested, 0.45% active; AID 463165;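 active means B-score, a plate-corrected calcium signal, over three deviations above library mean, with baseline fluorescence within five deviations of library mean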;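 further: RGS4 expression induced by doxycycline in cells with stable M3 receptor; B-score is computed from the integrated fluorescence ratio over baseline after carbachol; higher B-score means a larger calcium signal and so more RGS4 inhibition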
Target sequence (P49798 whole entry, looked up): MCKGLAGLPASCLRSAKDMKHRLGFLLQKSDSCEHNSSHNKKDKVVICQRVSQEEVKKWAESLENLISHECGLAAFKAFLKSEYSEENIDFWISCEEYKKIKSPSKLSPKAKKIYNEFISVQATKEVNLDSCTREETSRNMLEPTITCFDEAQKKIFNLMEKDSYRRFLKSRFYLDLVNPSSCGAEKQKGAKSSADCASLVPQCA
The depositor's hits bear a star; i = inactive.

Screens in order: ANO1 activ	hERG protect	MrgX1 allo act	MrgX1 agonist	RGS4 act	KCNQ1 inh	KCNQ1 pot	KCNK9 block	ANO1 block	KCNK3 block	RGS4 inh
Cc1ccc(CN2C(=O)CCC2C(=O)NCCc2ccccc2)cc1 (configuration not stated)
  i	-6	i	i	i	i	i	i	i	i	i
O=C(CSc1nnc(C2COc3ccccc3O2)o1)Nc1ccc(F)cc1Cl (configuration not stated)
  i	-7	i	i	i	i	i	i	i	i	i
CCN(c1ccc(OC)cc1)S(=O)(=O)c1nnc(NC(=O)c2ccc(C)cc2)s1
  i	0	i	i	i	i	i	i	i	i	i
COc1ccc(C(=O)O/N=C(\N)Cc2ccc(Cl)cc2Cl)cc1OC
  i	-14	i	i	i	i	i	i	i	i	i
COc1ccccc1NC(=O)CN1CCCCC1
  i	-4	i	i	i	i	i	i	i	i	i
O=S(=O)(c1cccc(-c2nc3n(n2)Cc2ccccc2-3)c1)N1CCCCC1
  i	-12	i	i	i	i	i	i	i	i	i
CCOC(=O)c1c(/N=C/c2cc(OC)cc([N+](=O)[O-])c2O)sc(C)c1C
  i	-2	i	i	i	i	i	i	i	i	i
CC(C)(C)NC(=O)Cn1nnc(-c2ccccc2NC(=O)c2cnccn2)n1
  i	-6	i	i	i	i	i	i	i	i	i
CCCCSc1ccc(NC(=O)c2cccnc2)cc1
  i	-9	i	i	i	i	i	i	i	i	i
Cc1occc1C(=O)NC1CCCN(Cc2ccc(Cl)cc2)C1 (configuration not stated)
  i	-9	i	i	i	i	i	i	i	i	i
COc1ccc(C)cc1Nc1nc(-c2c[nH]c3ccccc23)cs1
  i	-4	i	i	i	i	i	i	i	i	i
OC[C@@H](O)[C@H](O)C(/C=N/Nc1ccccc1)=N\Nc1ccccc1
  i	-12	i	i	i	i	i	i	i	i	i
Cc1cc2c(cc(C(=O)N3CCC(C(=O)NC4CCCC4)CC3)n2Cc2c(F)cccc2Cl)o1
  i	-18	i	i	i	i	i	i	i	i	i
CCOC(=O)C1CCN(C(=O)CN(C)S(=O)(=O)c2cc(C)ccc2OC)CC1
  i	-7	i	i	i	i	i	i	i	i	i
Cn1nc(C(F)(F)F)cc1-c1ccc(S(N)(=O)=O)s1
  i	-7	i	i	i	i	i	i	i	i	i
O=C(COc1ncnc2ccccc12)Nc1ccc(S(=O)(=O)N2CCOCC2)cc1
  i	-14	i	i	i	i	i	i	i	i	i
COCc1cc(C)nc2sc(C(=O)Nc3ccccc3C)c(N)c12
  i	-1	i	i	i	i	i	i	i	i	i
Cc1nc(Nc2ccccc2F)c2oc3ccccc3c2n1
  i	-5	7*	i	i	i	i	i	i	i	i
COc1ccc(OC)c(NC(=O)Cc2coc3cc(C)cc(C)c23)c1
  i	-10	i	i	i	i	i	i	i	i	i
CC1(C(=O)NCc2cccnc2)CCC(=O)N1Cc1cccs1 (configuration not stated)
  i	-6	i	i	i	i	i	i	i	i	i

Carrying on:
Screens in order: ANO1 activ	hERG protect	MrgX1 allo act	MrgX1 agonist	RGS4 act	KCNQ1 inh	KCNQ1 pot	KCNK9 block	ANO1 block	KCNK3 block	RGS4 inh
O=C1CC(N2CCSCC2)C(=O)N1c1ccc(F)cc1 (configuration not stated)
  i	-10	i	i	i	i	i	i	i	i	i
O=[N+]([O-])c1ccc(Oc2cccc(F)c2)c2ccncc12
  i	-8	i	i	i	i	i	i	i	i	i
COc1cc(/C=C(\C#N)C(=O)Nc2cccc(C(=O)O)c2)ccc1OCc1ccc(C)cc1
  i	-4	i	i	i	i	i	i	i	i	i
Cc1ccc(CNC(=O)CSCc2ccccc2)cc1
  i	-10	i	i	i	i	i	i	i	i	i
COc1ccc(CC2(CO)CCN(Cc3cccc4nccnc34)CC2)cc1
  i	-8	i	i	i	i	i	i	i	i	i
O=C(NCC1CC1)c1onc(CSc2ccncc2)c1C(=O)NCC1CC1
  i	-6	i	i	i	i	i	i	i	i	i
O=CN1CCN(C(=O)c2ccc3c(c2)OCO3)CC1
  i	1	i	i	i	i	i	i	i	i	i
O=C(O)C1CCCCN1S(=O)(=O)c1ccccc1 (configuration not stated)
  i	2	i	i	i	i	i	i	i	i	i
N#Cc1ccc2ccn(CC(=O)N3CCCc4ccccc43)c2c1
  i	-8	i	i	i	i	i	i	i	i	i
NC(=O)Cn1c(=O)n(CCc2ccccc2)c(=O)c2c3c(sc21)CCCC3
  i	-6	i	i	i	i	i	i	i	i	i
Cc1ccc(-c2n[nH]c(=S)n2/N=C/c2c(C)nn(-c3ccccc3)c2C)cc1
  i	-14	i	i	i	i	i	i	i	i	i
O=C(O)Cn1nnnc1-c1ccc(F)cc1
  i	-11	i	i	i	i	i	i	i	i	i
CCOc1ccc(C(=O)N[C@H](C(=O)Nc2ccccc2OC)C(C)C)cc1
  i	-9	i	i	i	i	i	i	i	i	i
Cc1ncsc1CCOC(=O)c1ccccc1
  i	-12	i	i	i	i	i	i	i	i	i
COc1cccc(/C=N/NC(=O)c2ccc(N3CCCC3=O)cc2)c1
  i	-13	i	i	i	i	i	i	i	i	i
O=c1c(Cl)c(Nc2cccc(Cl)c2)cnn1-c1nc2ccccc2s1
  i	-3	i	i	i	i	i	i	i	i	i
Cc1[nH]c2ccc(Br)cc2c(=O)c1CN1CCOCC1
  i	-4	i	i	i	i	i	i	i	i	i
COc1c(Br)cc(Br)cc1/C=C1/C(=O)N=C(N)N1C
  i	-6	i	i	i	i	i	i	i	i	i
CCn1c(COc2ccc(Cl)cc2)nnc1SCC(=O)Nc1ccc2c(c1)OCCO2
  i	-8	i	i	i	i	i	i	i	i	i
COc1ccccc1/C=C/C(=O)NNC(=O)c1cc(C)oc1C
  i	0	i	i	i	i	i	i	i	i	i

Further records
Screens in order: ANO1 activ	hERG protect	MrgX1 allo act	MrgX1 agonist	RGS4 act	KCNQ1 inh	KCNQ1 pot	KCNK9 block	ANO1 block	KCNK3 block	RGS4 inh
COc1ccnc(Oc2ccc(F)cc2)c1C(=O)N/C=N/OCc1cccc(F)c1
  i	-8	i	i	i	i	i	i	i	i	i
COc1cccc(CNC(=O)CCCn2nc(C)c3c(C)n(-c4ccccc4)nc3c2=O)c1
  i	-8	i	i	i	i	i	i	i	i	i
Cc1cccc(NC(=S)NC(=O)CCc2ccccc2)c1
  i	-2	i	i	i	i	i	i	i	i	i
N=c1c2c(-c3ccccc3)c(-c3ccccc3)n(Cc3ccco3)c2ncn1CCN1CCOCC1
  i	-14	i	i	i	i	i	i	i	i	i
CCCS(=O)(=O)Nc1c(C(=O)OC)[nH]c2ccccc12
  i	-6	i	i	i	i	i	i	i	i	i
CCCCN(C)CCNC(=O)CN1C(=O)CSc2ccc(S(=O)(=O)N3CCCCC3)cc21
  i	-5	i	i	i	i	i	i	i	i	i
O=C(Nc1cccc(C(=O)N2CCOCC2)c1)c1ncn[nH]1
  i	-3	i	i	i	i	i	i	i	i	i
CCC(C)Nc1cc(C)c(C#N)c2nc3ccccc3n12 (configuration not stated)
  i	-6	i	i	i	i	i	i	i	i	i
CC1CCN(CCCNC(=O)c2n[nH]c(=O)c3ccccc23)CC1
  i	-3	i	i	i	i	i	i	i	i	i
CCCOc1ccc(N2C(=O)CC(N(CCOC34CC5CC(CC(C5)C3)C4)C(C)=O)C2=O)cc1 (configuration not stated)
  i	-8	i	i	i	i	i	i	i	i	i
CCNC(=O)Cc1ccc(Br)cc1
  i	-11	i	i	i	i	i	i	i	i	i
CCn1nnnc1SCC(=O)N1CCOCC1
  i	-7	i	i	i	i	i	i	i	i	i
O=C1NC(=S)S/C1=C1\Sc2ccccc2N1CCCS(=O)(=O)O
  i	-11	i	i	i	i	i	i	i	i	i
O=C(Nc1ccccc1)NC1(C(=O)NCc2ccco2)CCCCC1
  i	-11	i	i	i	i	i	i	i	i	i
O=C(CCc1ccccc1)Nc1nc2ccc(S(=O)(=O)N3CCOCC3)cc2s1
  i	-7	i	i	i	i	i	i	i	i	i
O=C(O)COc1ccc(-c2nnn(Cc3ccccc3F)n2)cc1
  i	-1	i	i	i	i	i	i	i	i	i
C/C=N\NC(=O)CNC(=O)CNC(=O)c1ccccc1
  i	-7	i	i	i	i	i	i	i	i	i
O=C(O)C1CCC(CN(Cc2cccc(Br)c2)C(=S)Nc2ccccc2F)CC1 (configuration not stated)
  i	-18	i	i	i	i	i	i	i	i	i
O=C(/C=C/c1cccs1)c1cc(Br)ccc1OC(=O)N1CCOCC1
  i	-3	i	i	i	i	i	-9.8*	i	i	i
Cc1ccc([N+](=O)[O-])cc1S(=O)(=O)Nc1ccc(O)c(Sc2ncn[nH]2)c1
  i	-11	i	i	i	i	i	i	i	i	i

(more compounds)
Screens in order: ANO1 activ	hERG protect	MrgX1 allo act	MrgX1 agonist	RGS4 act	KCNQ1 inh	KCNQ1 pot	KCNK9 block	ANO1 block	KCNK3 block	RGS4 inh
CC(=O)Oc1ccc(/C=C(\NC(=O)c2ccco2)C(=O)NCc2ccccc2)cc1
  i	-2	i	i	i	i	i	i	i	i	i
CCOC(=O)c1ccc(NC(=S)N2CCN(c3ccc(N4CCOCC4)nn3)CC2)cc1
  i	-11	i	i	i	i	i	i	i	i	i
Cc1ccc(S(=O)(=O)N(C)CC(=O)N2CCCCCCC2)cc1
  i	-11	i	i	i	i	i	i	i	i	i
CCOC(=O)C1=C(Nc2ccccc2)CC(C)(O)C(C(=O)OCC)C1c1ccccc1 (configuration not stated)
  i	-12	i	i	i	i	i	i	i	i	i
O=c1c(N=Nc2ccc(O)cc2)c(-c2ccccc2)[nH]n1-c1ccc([N+](=O)[O-])cc1
  i	0	i	i	i	i	i	i	i	i	i
O=C(O)c1ccc(C[n+]2c(-c3ccccc3)csc2Nc2ccccc2)cc1
  i	-8	i	i	i	i	i	i	i	i	i
